TcdB inh = inhibitors of Clostridioides difficile toxin B glycohydrolase. P18177. TcdB glycohydrolase enzymatic assay, plate reader. inhibition, % at 9.99 µM. hit rate 0.24% among 350,000. AID 652162; in the data active = inhibition above about 10%
Target sequence (P18177 whole entry, looked up): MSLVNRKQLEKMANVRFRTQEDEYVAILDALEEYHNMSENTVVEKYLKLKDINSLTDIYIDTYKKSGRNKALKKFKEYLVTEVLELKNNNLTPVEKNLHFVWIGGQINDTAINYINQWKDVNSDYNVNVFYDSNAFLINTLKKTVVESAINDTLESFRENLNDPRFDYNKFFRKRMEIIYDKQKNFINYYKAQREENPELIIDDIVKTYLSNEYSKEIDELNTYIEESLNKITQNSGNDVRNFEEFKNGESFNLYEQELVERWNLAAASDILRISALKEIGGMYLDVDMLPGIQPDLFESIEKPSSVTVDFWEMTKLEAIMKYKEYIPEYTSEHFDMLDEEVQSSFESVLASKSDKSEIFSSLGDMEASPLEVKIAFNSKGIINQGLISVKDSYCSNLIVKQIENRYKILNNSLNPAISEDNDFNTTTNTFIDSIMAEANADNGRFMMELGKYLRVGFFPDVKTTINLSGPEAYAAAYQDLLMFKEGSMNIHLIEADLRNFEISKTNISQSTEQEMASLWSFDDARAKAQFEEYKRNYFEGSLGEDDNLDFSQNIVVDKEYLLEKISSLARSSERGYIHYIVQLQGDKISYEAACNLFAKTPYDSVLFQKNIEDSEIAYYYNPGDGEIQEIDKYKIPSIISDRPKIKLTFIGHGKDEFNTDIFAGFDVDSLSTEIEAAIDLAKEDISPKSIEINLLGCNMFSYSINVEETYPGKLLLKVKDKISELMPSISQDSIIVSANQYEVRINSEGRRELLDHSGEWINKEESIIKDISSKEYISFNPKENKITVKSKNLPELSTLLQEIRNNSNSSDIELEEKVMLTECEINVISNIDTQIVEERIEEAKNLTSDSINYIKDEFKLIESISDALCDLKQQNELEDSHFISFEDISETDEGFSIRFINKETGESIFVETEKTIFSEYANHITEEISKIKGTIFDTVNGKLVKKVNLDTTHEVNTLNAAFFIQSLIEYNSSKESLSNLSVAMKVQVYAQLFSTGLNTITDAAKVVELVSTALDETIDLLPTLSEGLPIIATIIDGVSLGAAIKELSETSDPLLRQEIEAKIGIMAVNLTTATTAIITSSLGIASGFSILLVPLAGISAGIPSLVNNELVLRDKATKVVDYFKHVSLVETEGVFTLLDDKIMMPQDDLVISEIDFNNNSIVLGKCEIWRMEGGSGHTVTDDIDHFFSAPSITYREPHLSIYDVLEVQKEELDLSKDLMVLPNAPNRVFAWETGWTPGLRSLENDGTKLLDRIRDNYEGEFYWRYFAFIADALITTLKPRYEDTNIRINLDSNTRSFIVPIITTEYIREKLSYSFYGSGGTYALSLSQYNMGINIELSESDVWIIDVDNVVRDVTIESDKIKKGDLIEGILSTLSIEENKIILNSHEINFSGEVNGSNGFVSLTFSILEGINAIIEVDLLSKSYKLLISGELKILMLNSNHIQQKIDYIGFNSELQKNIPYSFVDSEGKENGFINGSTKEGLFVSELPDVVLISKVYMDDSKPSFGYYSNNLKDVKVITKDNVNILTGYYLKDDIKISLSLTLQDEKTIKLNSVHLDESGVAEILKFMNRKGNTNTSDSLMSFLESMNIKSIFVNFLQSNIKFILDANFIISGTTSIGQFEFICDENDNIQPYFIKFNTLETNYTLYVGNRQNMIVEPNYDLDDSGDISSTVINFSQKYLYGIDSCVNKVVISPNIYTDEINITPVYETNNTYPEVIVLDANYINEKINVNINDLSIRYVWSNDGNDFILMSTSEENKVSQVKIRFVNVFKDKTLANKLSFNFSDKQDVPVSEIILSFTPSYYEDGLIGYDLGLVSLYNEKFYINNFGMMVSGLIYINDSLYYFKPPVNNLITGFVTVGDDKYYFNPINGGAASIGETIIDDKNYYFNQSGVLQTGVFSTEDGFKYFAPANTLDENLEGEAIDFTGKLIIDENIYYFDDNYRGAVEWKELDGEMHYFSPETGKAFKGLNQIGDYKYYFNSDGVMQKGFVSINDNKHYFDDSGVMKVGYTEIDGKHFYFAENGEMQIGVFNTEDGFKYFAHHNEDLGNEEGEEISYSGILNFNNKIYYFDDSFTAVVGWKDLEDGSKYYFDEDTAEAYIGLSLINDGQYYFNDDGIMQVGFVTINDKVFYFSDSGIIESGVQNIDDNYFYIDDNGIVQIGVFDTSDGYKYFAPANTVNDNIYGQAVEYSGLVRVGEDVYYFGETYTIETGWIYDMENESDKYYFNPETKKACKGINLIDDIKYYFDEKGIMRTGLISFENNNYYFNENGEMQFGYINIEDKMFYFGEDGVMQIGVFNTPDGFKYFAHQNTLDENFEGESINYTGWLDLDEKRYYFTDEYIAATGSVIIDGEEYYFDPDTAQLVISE
An asterisk follows results filed as active.

A first look, ten compounds:
SMILES	TcdB inh
CC(C)CC#Cc1cnc2c(c1)C(=O)N([C@H](C)CO)C[C@H](C)[C@@H](CN(C)C(=O)Nc1cccc(F)c1)O2	-0.1
C[C@@H]1CCCCO[C@H](CN(C)C(=O)Nc2ccc(F)cc2)[C@H](C)CN([C@@H](C)CO)C(=O)c2cc(NC(=O)c3ccccc3)ccc2O1	0.4
O=C(C[C@@H]1C=C[C@@H](NC(=O)c2ccc3c(c2)OCO3)[C@@H](CO)O1)NC1Cc2ccccc2C1	0.1
O=C(N[C@H]1CC[C@H](CCNC(=O)C2CCCC2)O[C@@H]1CO)c1ccncc1	-1.2
N#Cc1ccc(-c2ccc([C@H]3[C@H](CO)N4CCCCN(C(=O)Cc5ccccc5)C[C@@H]34)cc2)cc1	0.7
O=C(C1CCOCC1)N1CC[C@@H]2[C@@H](CO)Nc3ccc(-c4ccc(F)cc4)cc3[C@@H]21	10*
COc1cccc(NC(=O)N2CC[C@@H]3[C@H]2c2cc(-c4cccc(OC)c4)ccc2N(C)[C@H]3CO)c1	0.7
COc1ccc(C#Cc2ccc([C@H]3[C@H](CO)N4CCCCN(C(=O)Nc5ccccc5F)C[C@@H]34)cc2)cc1	0.1
O=C(CC(F)(F)F)N1C[C@H]2[C@@H](c3ccccc31)[C@@H](CO)N2C(=O)C1CC1	-0.1
CN(C)C(=O)c1cccc(-c2ccc([C@@H]3[C@H]4CN(CC5CCOCC5)CCCCN4[C@H]3CO)cc2)c1	-0.2

The listing, from the first entry:
SMILES	TcdB inh
CC(C)CC#Cc1cnc2c(c1)C(=O)N([C@H](C)CO)C[C@H](C)[C@@H](CN(C)C(=O)Nc1cccc(F)c1)O2	-0.1
C[C@@H]1CCCCO[C@H](CN(C)C(=O)Nc2ccc(F)cc2)[C@H](C)CN([C@@H](C)CO)C(=O)c2cc(NC(=O)c3ccccc3)ccc2O1	0.4
O=C(C[C@@H]1C=C[C@@H](NC(=O)c2ccc3c(c2)OCO3)[C@@H](CO)O1)NC1Cc2ccccc2C1	0.1
O=C(N[C@H]1CC[C@H](CCNC(=O)C2CCCC2)O[C@@H]1CO)c1ccncc1	-1.2
N#Cc1ccc(-c2ccc([C@H]3[C@H](CO)N4CCCCN(C(=O)Cc5ccccc5)C[C@@H]34)cc2)cc1	0.7
O=C(C1CCOCC1)N1CC[C@@H]2[C@@H](CO)Nc3ccc(-c4ccc(F)cc4)cc3[C@@H]21	10*
COc1cccc(NC(=O)N2CC[C@@H]3[C@H]2c2cc(-c4cccc(OC)c4)ccc2N(C)[C@H]3CO)c1	0.7
COc1ccc(C#Cc2ccc([C@H]3[C@H](CO)N4CCCCN(C(=O)Nc5ccccc5F)C[C@@H]34)cc2)cc1	0.1
O=C(CC(F)(F)F)N1C[C@H]2[C@@H](c3ccccc31)[C@@H](CO)N2C(=O)C1CC1	-0.1
CN(C)C(=O)c1cccc(-c2ccc([C@@H]3[C@H]4CN(CC5CCOCC5)CCCCN4[C@H]3CO)cc2)c1	-0.2
C[C@@H]1CN([C@H](C)CO)C(=O)Cc2cc(NC(=O)Nc3ccc4c(c3)OCO4)ccc2O[C@@H]1CN(C)Cc1ccc(Oc2ccccc2)cc1	-1.4
COCC#Cc1ccc2c(c1)O[C@@H](CN(C)C(=O)CN(C)C)[C@@H](C)CN([C@@H](C)CO)S2(=O)=O	-0.4
C[C@@H]1CN([C@H](C)CO)C(=O)c2cccc(NC(=O)NC3CCCCC3)c2O[C@@H]1CN(C)Cc1ccccc1	-0.5
C[C@@H]1CN([C@H](C)CO)C(=O)c2cc(NC(=O)C3CC3)ccc2O[C@@H]1CN(C)S(=O)(=O)c1ccccc1	-0.6
O=C(Nc1ccc(F)cc1)N1C[C@H]2[C@@H](c3ccccc31)[C@H](CO)N2C(=O)Cc1ccccn1	-0.8
CN(C)C(=O)C[C@@H]1C[C@H]2c3cc(NS(=O)(=O)c4ccccc4)ccc3O[C@H]2[C@@H](CO)O1	0.4
O=C(C[C@@H]1CC[C@@H]2[C@H](COC[C@H](O)CN2Cc2cc(F)cc(F)c2)O1)NC1CCC1	0.3
COC(=O)[C@@H]1[C@@H](CO)[C@@H]2Cn3c(ccc(-c4cccc(OC)c4)c3=O)[C@@H]2N1Cc1nccs1	0.9
N#C[C@H]1[C@H](c2ccccc2)[C@H](CO)N1S(=O)(=O)c1ccc(-c2ccccc2)cc1	0.5
C[C@H]1CN([C@@H](C)CO)C(=O)c2cc(Br)cnc2O[C@@H]1CN(C)C(=O)c1ccccn1	-1.0
CCCc1cn(CC[C@@H]2CC[C@@H](NC(=O)C3CCCC3)[C@H](CO)O2)nn1	0.4
CC(C)NC(=O)N(C)C[C@H]1Oc2c(NS(C)(=O)=O)cccc2C(=O)N([C@@H](C)CO)C[C@H]1C	-0.1
CCCNC(=O)[C@@H]1[C@@H](CO)[C@@H]2Cn3c(ccc(-c4ccc(OC)cc4)c3=O)[C@H]1N2CC	-1.7
C/C=C/c1ccc([C@H]2[C@@H](CO)N(C(=O)Cc3ccccn3)[C@H]2C#N)cc1	-0.9
C[C@H](CO)N1C[C@H](C)[C@@H](CN(C)Cc2ccc(C(=O)Nc3ccccc3N)cc2)Oc2ccc(NS(=O)(=O)c3cn(C)cn3)cc2CC1=O	-1.1

Next part.
SMILES	TcdB inh
C[C@@H]1CN([C@@H](C)CO)C(=O)c2cc(C#CC3(O)CCCC3)cnc2O[C@H]1CN(C)Cc1cccnc1	-0.9
C[C@H](CO)N1C[C@H](C)[C@H](CN(C)C(=O)Nc2ccccc2)Oc2c(NC(=O)c3ccncc3)cccc2C1=O	-1.0
C[C@H](CO)N1C[C@H](C)[C@H](CN(C)S(C)(=O)=O)Oc2c(NS(=O)(=O)c3ccc(F)cc3)cccc2C1=O	0.1
CCC(=O)N(C)C[C@@H]1Oc2ncc(C#CCc3ccccc3)cc2C(=O)N([C@@H](C)CO)C[C@H]1C	0.1
COCC#Cc1ccc([C@@H]2[C@H](CO)N3C(=O)CN(C(=O)C4CCOCC4)C[C@@H]23)cc1	-0.2
CO[C@H]1CN(C)C(=O)c2ccc(NC(C)=O)cc2OC[C@@H](C)N(CCc2ccccc2)C[C@H]1C	0.5
COc1cc(CN2CC3(CN(C(=O)CN4CCOCC4)C3)c3c(n(C)c4cc(OC)ccc34)[C@@H]2CO)cc(OC)c1	-2.9
Cc1ccccc1S(=O)(=O)N1[C@H](C#N)[C@@H](c2ccccc2)[C@@H]1CO	0.9
O=C(Cc1ccccn1)N[C@H]1CC[C@H](CCn2cc(-c3ccccc3)nn2)O[C@@H]1CO	0.3
C[C@H]1CN([C@@H](C)CO)C(=O)c2cc(NC(=O)c3ccncc3)ccc2O[C@@H]1CN(C)C(=O)NC1CCCCC1	0.1
CN1C(=O)c2cc(NS(C)(=O)=O)ccc2OC[C@H]2O[C@H](CC(=O)NCc3ccccc3)CC[C@@H]21	-0.4
COc1ccc(NC(=O)Nc2ccc3c(c2)C(=O)N([C@@H](C)CO)C[C@@H](C)[C@@H](CN(C)Cc2ccccc2)OCCCC[C@@H](C)O3)cc1	-0.5
O=C(Cc1ccccc1)N1CC(=O)N2[C@H](C1)[C@@H](c1ccc(C3=CCCC3)cc1)[C@@H]2CO	1.1
C[C@H]1CN([C@@H](C)CO)C(=O)c2cc(C#Cc3ccncc3)cnc2O[C@@H]1CN(C)C(=O)c1ccccc1F	-1.1
CN(C)CC(=O)N[C@H]1CC[C@H](CCn2cc(C3CCCC3)nn2)O[C@H]1CO	-0.2
C[C@@H]1CN([C@@H](C)CO)C(=O)c2cc(NS(C)(=O)=O)ccc2O[C@@H](C)CCCCO[C@@H]1CN(C)C(=O)Nc1ccccc1	2.3
C=CC[C@]1(C(=O)NCc2ccccc2)N=C(c2ccc(OCCCO)cc2)O[C@H]1c1ccccc1	-0.2
C[C@@H]1CN([C@H](C)CO)C(=O)c2cc(NC(=O)CCCN(C)C)ccc2O[C@H]1CN(C)Cc1ccc(Oc2ccccc2)cc1	0.7
C[C@@H]1CN([C@@H](C)CO)C(=O)c2cccc(NC(=O)c3cnccn3)c2O[C@@H]1CN(C)Cc1ccc(C(F)(F)F)cc1	1.1
CN(C)C(=O)c1cccc(-c2cccc(-c3nc(C(=O)N4CCOCC4)cc4c3[C@H](CCO)N([S@@](=O)C(C)(C)C)C4)c2)c1	0.6
CN(C)C(=O)C[C@H]1CC[C@@H](NS(=O)(=O)c2ccccc2)[C@H](CO)O1	-14
CO[C@H](CN(C)C(=O)C1CCOCC1)[C@@H](C)CN(C(=O)Nc1ccc(F)cc1)[C@H](C)CO	-0.5
CN(C)C(=O)c1ccc(-c2ccc([C@H]3[C@@H](CO)N4CCCCN(Cc5cccnc5)C[C@H]34)cc2)cc1	-0.9
C[C@@H]1CN([C@@H](C)CO)C(=O)c2cc(NC(=O)Nc3ccc(C(F)(F)F)cc3)ccc2O[C@@H](C)CCCCO[C@@H]1CN(C)C(=O)Nc1ccccc1	0.0
C[C@@H]1CN([C@H](C)CO)C(=O)c2cc(NC(=O)CCCN(C)C)ccc2O[C@@H](C)CCCCO[C@H]1CN(C)S(=O)(=O)c1cccs1	0.1

(listing goes on)
SMILES	TcdB inh
C[C@@H]1CN([C@@H](C)CO)C(=O)CCCn2nncc2CO[C@@H]1CN(C)CC1CCCC1	-1.6
C[C@@H]1CN([C@@H](C)CO)C(=O)c2cccc(NC(=O)C3CC3)c2O[C@@H]1CN(C)Cc1ccc(C(F)(F)F)cc1	-0.2
COc1ccccc1-c1cn(CC[C@H]2CC[C@@H](NC(=O)NC(C)C)[C@@H](CO)O2)nn1	0.7
O=C(NC1CCCC1)[C@H]1[C@H](CO)[C@H]2Cn3c(ccc(-c4ccc(F)cc4)c3=O)[C@@H]1N2Cc1cocn1	3.0
NCC[C@@H]1CC[C@@H](NC(=O)C2CC2)[C@@H](CO)O1	-1.5
CC(C)COC(=O)N(C)C[C@@H]1OCc2ccccc2-c2ccccc2C(=O)N([C@H](C)CO)C[C@H]1C	-0.9
O=C(C[C@@H]1CC[C@H]2[C@@H](COC[C@@H](O)CN2Cc2cccc(Cl)c2)O1)N1CCOCC1	0.0
C[C@@H]1CCCCO[C@H](CN(C)C(=O)c2ccccc2)[C@@H](C)CN([C@@H](C)CO)C(=O)c2cc(NC(=O)Nc3cccc4ccccc34)ccc2O1	-0.6
CCNC(=O)C[C@H]1CC[C@H]2[C@@H](COC[C@H](O)CN2C(=O)c2ccccn2)O1	0.3
Cc1noc(C)c1NC(=O)Nc1cccc2c1O[C@H](CN(C)Cc1ccc(C(=O)O)cc1)[C@H](C)CN([C@@H](C)CO)C2=O	0.1
CNC(=O)C[C@H]1CC[C@H]2[C@@H](COc3ccc(NC(=O)c4cc(F)cc(F)c4)cc3C(=O)N2C)O1	-0.4
O=C(NC[C@@H]1[C@H](c2ccccc2)[C@@H](CO)N1Cc1cccnc1)c1ccccn1	-0.1
COc1ccc(CN(C)C[C@H]2OCCCC[C@@H](C)Oc3ccc(NC(=O)NC4CCCCC4)cc3C(=O)N([C@H](C)CO)C[C@H]2C)cc1	-0.1
C/C=C/c1ccc([C@@H]2[C@H](CO)N(C(=O)C3CC3)[C@H]2CN(CC)C(C)=O)cc1	-0.2
C[C@@H]1CN([C@@H](C)CO)C(=O)c2cc(NS(=O)(=O)c3cn(C)cn3)ccc2O[C@@H]1CN(C)C(=O)Nc1ccc(C(F)(F)F)cc1	-0.9
OC[C@H]1[C@@H](c2ccc(/C=C/c3ccccc3)cc2)[C@@H]2CN(Cc3ccncc3)CCCCN12	0.3
O=C(C[C@H]1C[C@@H]2c3cc(NC(=O)C4CCOCC4)ccc3O[C@@H]2[C@@H](CO)O1)NCC(F)(F)F	-2.1
C[C@@H]1CN([C@H](C)CO)C(=O)Cc2cc(NC(=O)Nc3ccc(C(F)(F)F)cc3)ccc2O[C@H]1CN(C)Cc1ccncc1	0.1
COCC(=O)Nc1ccc2c(c1)OC[C@@H](C)N(C(=O)c1ccccc1)C[C@H](C)[C@H](OC)CN(C)C2=O	-0.4
O=C(C[C@H]1C=C[C@@H](NC(=O)c2ccc3c(c2)OCO3)[C@@H](CO)O1)NCc1ccc(Cl)cc1	0.2
CC(C)c1cn(CC[C@H]2CC[C@H](NS(=O)(=O)c3ccc(Cl)cc3)[C@@H](CO)O2)nn1	-1.2
CCNC(=O)C[C@H]1CC[C@H]2[C@H](COc3ccc(NC(=O)Nc4ccc(Cl)cc4)cc3C(=O)N2C)O1	0.6
C=CCN1C(=O)[C@@]2(O[C@@H](CCO)[C@H]([Si](C)(C)c3ccc(OC)cc3)[C@H]2C)c2cc(N3CCC3=O)ccc21	2.0
COc1ccc2c3c(n(C)c2c1)[C@@H](CO)NCC31CCN(C(=O)c2ccc(F)cc2)CC1	0.1
CC=Cc1ccc2n(c1=O)C[C@H]1[C@H](CO)[C@@H](C(=O)NCCc3ccccc3)[C@@H]2N1C (mixture of isomers)	-0.1

Continued.
SMILES	TcdB inh
C[C@@H]1CN([C@@H](C)CO)C(=O)c2cccc(NC(=O)Nc3ccc4c(c3)OCO4)c2O[C@H]1CN(C)C	-1.4
CO[C@@H]1CN(C)C(=O)c2cc(NC(C)=O)ccc2OC[C@H](C)N(C(=O)CN2CCOCC2)C[C@@H]1C	2.0
C=CCN1CCCc2c(-c3ccc(OCCO)cc3)noc2-c2cc(OC)c(OC)cc2CC1	-1.6
O=C(C[C@@H]1CC[C@H](NC(=O)NC2CCCCC2)[C@@H](CO)O1)NCc1ccc(Cl)cc1	0.0
Cc1ccc(-c2cnc3c(c2)C(=O)N([C@H](C)CO)C[C@@H](C)[C@H](CN(C)Cc2ccccc2F)O3)cc1	-0.7
CCCC(=O)Nc1ccc2c(c1)C(=O)N(C)C[C@H](OC)[C@H](C)CN(C)[C@@H](C)CO2	0.3
CCCNC(=O)N(C)C[C@@H]1Oc2cc(C#Cc3cccc(F)c3)ccc2S(=O)(=O)N([C@H](C)CO)C[C@@H]1C	0.0
N#C[C@H]1[C@@H](c2ccccc2C2=CCCCC2)[C@@H](CO)N1C(=O)C1CCOCC1	-3.2
C[C@H](NC(=O)C[C@@H]1C=C[C@@H](NC(=O)Cc2ccccn2)[C@H](CO)O1)c1ccccc1	0.0
O=C(C[C@@H]1CC[C@@H]2NC[C@H](O)COC[C@H]2O1)NCCc1ccncc1	-1.6

The list is partial; the hit share may differ from the screen's.
